MMP-13 inhibitor: inhibitors of human MMP13 | 65,000 compounds, 0.07% hits | inhibition, % at 4 µM | MMP-13 fTHP FRET cleavage, Mca fluorescence;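 active means inhibition above the mean of compound-free control plate wells plus 3 SD, cut at about 14% in these data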;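 further: 0% = DMSO wells and 100% = wells with reference MMP-13 inhibitor after basal subtraction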
ROCK2 inh: ROCK2 (human) kinase inhibition; purified ROCK2, Kinase-Glo ATP depletion luminescence; inhibition, % at 6 µM; 60,000 compounds, 0.35% hits; AID 604;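 active means inhibition above the screen-wide mean inhibition plus 3 SD, cut at about 18% in these data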;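 further: plate controls were DMSO wells for no effect and Y-27632 control wells after no-enzyme background subtraction for full effect; many of its hits are not listed in these tables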
Cdc25B inh: human M-phase inducer phosphatase 2 inhibition; AID 368; inhibition, %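 (compounds tested at 10 µM final in the well)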; recombinant Cdc25B, OMFP fluorescence Ex485/Em525; P30305; 65,000 compounds, 0.1% hits; in the data active means inhibition above about 50%
PKA kinase inh: PKA (human) kinase inhibition | 65,000 compounds, 0.1% hits | P17612 | inhibition, % at 6 µM | PKA Kemptide phosphorylation, Kinase-Glo ATP luminescence | AID 524;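 active means inhibition above the screen-wide mean inhibition plus 3 SD, cut at about 21% in these data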; further: many of its hits are not listed in these tables
HEK293 NFkB inh: inhibitors of the PMA/ionomycin-induced NF-kB reporter in HEK293 cells; HEK-293 NF-kB luciferase reporter, luminescence; inhibition, % at 3 µM; 62,000 compounds, 0.21% hits;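 active means inhibition above the mean of all tested compounds plus 3 SD, cut at about 40% in these data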;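 further: 0% = stimulated DMSO wells and 100% = 10 µM reference inhibitor 5653914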
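Signal: luciferase luminescence; Material: HEK-293 cells with stable firefly luciferase reporter driven by four HIV NF-kB elements; Probe or stimulus: PMA with ionomycin; Replication: tested once; Times: 1 h compound pretreatment, then 16 h stimulation at 37 °C, 5% CO2; Benchmarks: DMSO and 10 µM reference inhibitor; Evaluation: per-plate % inhibition versus controls.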
TNAP act DEA: activators of human TNAP at intermediate phosphate acceptor; 64,000 tested, under 10 active; activation factor at 20 µM; AID 813; P05186; purified TNAP, CDP-star luminescence, 100 mM DEA, 30 min; stronger effect = higher value; scale: 0 levamisole-inhibited, 1 vehicle-only enzyme;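 active means activation factor of at least 2 at 20 µM, relative to controls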
Jurkat viability: reduces viability or proliferation of Jurkat cells; 56,000 compounds, 1.2% hits; Jurkat E6.1 viability, ATP luminescence, 48 h; inhibition, % at 4 µM;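 active means inhibition above the mean inhibition of all tested compounds plus 3 SD, cut at about 28% in these data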
DUSP1 inh: inhibitors of human MKP-1 phosphatase. P28562. recombinant MKP-1, OMFP hydrolysis fluorescence. inhibition, %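 (compounds tested at a single concentration somewhere between 10 and 100 µM)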. 65,000 compounds, 0.15% hits. AID 374;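 active means inhibition above about 50%, limit read from the data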;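 further: 0% = DMSO max control wells and 100% = wells with enzyme stopped by NaOH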
Target sequence (P28562 whole entry, looked up): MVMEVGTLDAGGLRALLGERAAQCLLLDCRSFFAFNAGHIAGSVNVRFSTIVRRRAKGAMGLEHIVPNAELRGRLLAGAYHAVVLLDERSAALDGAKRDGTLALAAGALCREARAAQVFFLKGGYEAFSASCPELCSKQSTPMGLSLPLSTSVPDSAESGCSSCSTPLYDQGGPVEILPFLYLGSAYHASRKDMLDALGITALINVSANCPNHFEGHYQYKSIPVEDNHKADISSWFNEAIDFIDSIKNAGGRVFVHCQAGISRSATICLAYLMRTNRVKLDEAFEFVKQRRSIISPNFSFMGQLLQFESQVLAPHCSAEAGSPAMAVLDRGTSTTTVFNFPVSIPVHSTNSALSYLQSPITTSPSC
JNK3 inh: JNK3 (human) kinase inhibition; 60,000 compounds, 0.61% hits; P53779; purified JNK3 kinase activity, HTS; inhibition, % at 8 µM; AID 746; in the data active means inhibition above about 17%;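 further: 0% = DMSO and 100% = reference inhibitor; many of its hits are not listed in these tables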
Target sequence (P53779 whole entry, looked up): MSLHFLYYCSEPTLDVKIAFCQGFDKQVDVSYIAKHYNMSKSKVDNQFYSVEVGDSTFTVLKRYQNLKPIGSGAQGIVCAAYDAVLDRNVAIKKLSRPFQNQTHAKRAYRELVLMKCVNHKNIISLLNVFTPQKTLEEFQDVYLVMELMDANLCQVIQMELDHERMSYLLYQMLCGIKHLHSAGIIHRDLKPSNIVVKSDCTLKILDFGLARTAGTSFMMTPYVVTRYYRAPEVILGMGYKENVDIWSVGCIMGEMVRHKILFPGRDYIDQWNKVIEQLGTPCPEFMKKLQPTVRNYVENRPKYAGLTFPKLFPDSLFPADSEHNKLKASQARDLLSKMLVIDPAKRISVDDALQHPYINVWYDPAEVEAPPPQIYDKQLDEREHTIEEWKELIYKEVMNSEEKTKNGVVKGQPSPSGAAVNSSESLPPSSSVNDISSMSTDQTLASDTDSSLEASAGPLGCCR
* marks the source's active call; other numbers are inactive results; nt = not tested or not shown; [ ] = remark or other dose.

SMILES	MMP-13 inhibitor	ROCK2 inh	Cdc25B inh	PKA kinase inh	HEK293 NFkB inh	TNAP act DEA	Jurkat viability	DUSP1 inh	JNK3 inh
Cc1ccc(S(=O)(=O)NC(CC(=O)O)c2ccccc2)cc1 (configuration not stated)	4	0	-4	6	7	1	-2	8	-2
Cn1c(CSc2nc3ccccc3s2)nc2ccccc21	7	2	-13	6	0	1	1	-9	4
Nc1nc(N2C(=O)C3CC=CCC3C2=O)nn1-c1ccccc1 (configuration not stated)	-3	3	4	1	14	0.8	-3	-10	0
Cc1ccc(Cn2nnc3c(=O)[nH]c(C4CCCN(C(=O)Nc5ccc(F)cc5)C4)nc32)cc1 (configuration not stated)	8	nt	-1	8	11	0.9	nt	29	nt
O=C(NCC(c1cccs1)N1CCOCC1)c1cc2ccccc2o1 (configuration not stated)	5	nt	-12	2	4	1	nt	1	nt
CCCCN(CCCC)S(=O)(=O)c1ccc2oc(C(=O)N3CCOCC3)c(C)c2c1	-2	0	-17	6	-1	0.9	5	31	-2
CCn1c(NCc2ccccn2)nc2c1c(=O)n(C)c(=O)n2C	4	5	5	-6	3	0.9	-9	-28	2
O=C(NC1CCCCC1)N(Cc1ccccc1)Cc1ccco1	0	4	-14	4	14	0.7	-11	-4	-5
COc1ccc(NC(=O)CSc2nnc(Cc3cccn3C)n2CCc2ccccc2)c(OC)c1	2	4	-22	0	14	1	4	8	-8
Cc1nn(-c2ccccc2)c(C)c1C(=O)OCC(=O)N1CCN(S(=O)(=O)c2ccccc2)CC1	4	3	-10	10	8	0.9	0	33	5
CCCC(=O)Nc1nnc(Cc2ccccc2)s1	0	5	0	5	13	0.9	2	14	-3
CCC(C)(C)n1nnnc1C(c1ccc(OC)c(OC)c1)N1CCN(c2cccc(OC)c2)CC1 (configuration not stated)	0	0	2	-1	0	0.9	4	28	-1
Cc1ccc(-n2nc(-c3ccco3)cc2C(=O)NCc2cccnc2)cc1	0	1	-16	10	19	1	10	6	3
Cc1ccccc1-n1nc2c(c1NC(=O)c1c(-c3ccccc3Cl)noc1C)CSC2	-1	5	11	7	8	0.9	10	35	0
Cc1ccc(Cn2nnc3c(=O)n(Cc4ccccc4C)cnc32)cc1	3	3	-6	-5	2	0.9	-2	-3	9
CC1=NOC2(C1)N(C)c1ccccc1C2(C)C (configuration not stated)	-4	nt	-8	4	9	1	nt	36	nt
O=C(NCc1ccccn1)c1ccc(Cn2cc(Br)cn2)o1	-3	3	-5	10	1	0.9	1	1	1
CCOC(=O)c1[nH]c(CSc2nnc(-c3ccncc3)n2CCOC)c(C(=O)OCC)c1C	1	5	-11	6	1	0.9	2	0	6
CN1C(=O)C2C=CC1C1C(=O)N(c3ccccc3)C(=O)C21 (configuration not stated)	5	-3	12	-6	14	1	2	10	-2
Cn1nnnc1SCC(=O)Nc1ccccc1N1CCCCC1	-5	1	6	7	15	0.9	0	16	3
Cc1cccc(CS(=O)(=O)Cc2ccc(C(=O)NCC3CCCO3)o2)c1 (configuration not stated)	4	9	-7	12	3	0.8	-2	-3	-6
CSc1nnc2n(-c3ccccc3)c(=O)c3c4c(sc3n12)CCC4	-3	3	-9	7	20	1	-1	7	3
COCCSc1nnc(NC(=O)C2CCCCC2)s1	4	-7	-18	-15	7	1	5	-17	-1
Cc1c(S(=O)(=O)Nc2cccc(Cl)c2)c(=O)n(C)c(=O)n1C	-4	4	-11	2	4	1	-1	5	-6
CN(Cc1cccs1)c1ncnc2sccc12	6	6	-13	14	23	0.9	27	12	6

Some of the entries so far, with values under each structure.
Second line of a record – MMP-13 inhibitor	ROCK2 inh	Cdc25B inh	PKA kinase inh	HEK293 NFkB inh	TNAP act DEA	Jurkat viability	DUSP1 inh	JNK3 inh
> COc1ccc(NC(=O)CSc2nnc(Cc3cccn3C)n2CCc2ccccc2)c(OC)c1
  2	4	-22	0	14	1	4	8	-8
> Cc1nn(-c2ccccc2)c(C)c1C(=O)OCC(=O)N1CCN(S(=O)(=O)c2ccccc2)CC1
  4	3	-10	10	8	0.9	0	33	5
> CCCC(=O)Nc1nnc(Cc2ccccc2)s1
  0	5	0	5	13	0.9	2	14	-3
> CCC(C)(C)n1nnnc1C(c1ccc(OC)c(OC)c1)N1CCN(c2cccc(OC)c2)CC1 (configuration not stated)
  0	0	2	-1	0	0.9	4	28	-1

(further entries)
SMILES	MMP-13 inhibitor	ROCK2 inh	Cdc25B inh	PKA kinase inh	HEK293 NFkB inh	TNAP act DEA	Jurkat viability	DUSP1 inh	JNK3 inh
O=S(=O)(c1ccc(-c2nnc(SCc3nnc(-c4ccccc4)o3)o2)cc1)N1CCCC1	-1	6	-21	15	16	0.9	-2	3	-2
COc1ccc(NC(=O)N2CCN(S(C)(=O)=O)CC2)cc1OC	1	3	-4	-5	12	0.9	1	30	-1
Cn1nc(-c2ccc(OCC(=O)NCC3CCCO3)cc2)c2ccccc2c1=O (configuration not stated)	-1	-4	1	0	24	0.9	26	2	8
COc1ccc(C(=O)Nn2c(SCC(=O)NCC3CCCO3)nc3ccccc3c2=O)cc1 (configuration not stated)	0	-14	-8	3	21	0.8	8	-1	2
O=C(CSc1nnc(-c2cccs2)n1CC1CCCO1)c1cc2ccccc2o1 (configuration not stated)	3	-4	-6	-3	12	0.9	10	11	-2
Cc1ccc2oc(=O)c3cc(C(=O)NCc4ccco4)sc3c2c1	-2	0	6	-6	-4	0.9	3	4	2
CCOc1ccc2nc(NC(=O)Nc3cccs3)sc2c1	0	6	-19	7	-49	0.9	-4	8	3
O=C(NCc1ccco1)c1cnn2c1NC(c1ccccc1)CC2C(F)(F)F (configuration not stated)	1	9	-23	6	nt	0.9	nt	-29	-1
O=C(c1cccs1)N(C(=O)c1cccs1)c1ccccn1	-3	4	-14	6	-11	1	-8	-3	7
CCCCn1c(=O)n(C)c(=O)c2c(C(F)(F)F)cc(-c3ccncc3)nc21	-69[fluorescence artefact?]	2	-6	5	-3	0.9	-1	8	3
O=C(O)c1ccccc1S(=O)(=O)c1ccccc1CO	-6	4	-3	7	14	0.9	-3	25	-6
CC(C)(C)c1ccc(S(=O)(=O)N2CCN(CCC#N)CC2)cc1	2	2	2	3	5	0.8	3	8	0
CC(C)NC(=O)CN1CCC(O)(c2ccccc2)CC1	-1	-1	-16	-3	10	1	8	6	-7
CN(C)CCNC(=O)C(C(=O)c1ccc(F)cc1)n1ccccc1=O (configuration not stated)	8	-5	7	-3	9	1	3	-2	-3
CCOC(=O)c1[nH]c(C)c(C(=O)c2cc(F)ccc2F)c1C	1	1	-7	-1	42*	0.9	88*	-10	5
CCN(CC)c1ccc(NC(=O)c2cnc3ccccn3c2=O)c(C)c1	0	3	-7	1	11	0.8	5	3	-1
OC(COc1ccc(Cl)c2ccccc12)CN1CCN(c2ccccn2)CC1 (configuration not stated)	-3	nt	-31	0	11	0.8	nt	14	nt
N#Cc1nc(-c2ccc(OCc3ccccc3)cc2)oc1NCCCn1ccnc1	-53	6	-7	12	25	0.9	-8	3	3
CCOc1cccc(OCCOCCN2CCCC2)c1	0	6	-13	9	9	0.8	-6	-10	-2
COC(=O)C1CCN(C(=O)CSc2nnc(-c3ccncc3)o2)CC1	2	nt	-7	2	10	0.9	nt	2	nt
COCCN(CCOC)S(=O)(=O)c1ccc(C(=O)Nc2nc(-c3ccncc3)cs2)cc1	6	19*	-3	12	6	0.9	5	9	6
Cc1ccc(C)c(CN2C(=O)C3(OCCCO3)c3ccccc32)c1	2	-10	-5	12	8	0.9	-4	6	-3
CCS(=O)(=O)n1nc(-c2ccccc2)cc1N	2	-4	-7	-16	15	0.9	4	3	-6
N[C@@H](C(=O)N[C@@H]1C(=O)N2C(C(=O)O)=C(Cl)CS[C@H]12)c1ccccc1	-9	4	-5	1	nt	0.9	nt	-2	-3
CC(=O)c1cc2c(=O)c3ccccc3oc2nc1C	-6	-10	-3	3	nt	0.9	nt	-15	2
(further entries)
SMILES	MMP-13 inhibitor	ROCK2 inh	Cdc25B inh	PKA kinase inh	HEK293 NFkB inh	TNAP act DEA	Jurkat viability	DUSP1 inh	JNK3 inh
Cc1c(/C(O)=C2\C(=O)C(=O)N(CCCN(C)C)C2c2ccccc2)cnn1-c1ccccc1 (configuration not stated)	-9	6	16	4	nt	0.9	nt	7	0
C=CCSC1=C(C#N)C(c2ccccc2)CC(=O)N1 (configuration not stated)	-12	6	-43	12	0	0.9	-6	0	-1
Cc1c(C(=O)O)cnc2cc(-c3ccc(Cl)cc3)nn12	-10	5	-12	-3	-7	0.9	-2	12	-3
CCCNS(=O)(=O)c1ccc2c(c1)CCCN2C(C)=O	0	7	7	9	12	0.9	2	-9	-4
CC(C)Sc1nc2c(c(=O)n(C)c(=O)n2C)n1Cc1ccc(Cl)cc1	-6	2	-13	5	4	0.9	-2	33	1
CCCCOC(=O)c1ccc(NC(=O)c2cnccn2)cc1	-3	8	-10	9	-6	0.9	6	15	-2
CCc1nc2c(cnn2-c2ccc(Cl)cc2)c(=O)n1-c1ccc2c(c1)OCCO2	2	-1	6	4	3	0.8	1	13	-8
Cc1ccc(-c2csc3ncnc(Sc4nnc(CN5CCCCCC5=O)o4)c23)cc1	3	4	-15	8	34	0.9	71*	32	11
Cc1ccc(C(C)C)c(OCC(O)CN2CC(C)OC(C)C2)c1 (configuration not stated)	5	-3	-31	-3	13	0.9	2	25	-4
CC1CCN(c2ccccc2N)CC1	0	1	5	0	0	0.8	-7	-7	4
CC1(C)Cc2c(sc(NC(=O)c3ccco3)c2C#N)CO1	-1	4	16	12	-22	0.9	-9	-6	1
O=C(O)c1nc2ccccc2nc1C(=O)O	-2	-11	6	1	-1	1	7	-3	8
Cc1cc(=O)n2nc(N3CCC(C(=O)NCCc4ccccc4)CC3)sc2n1	-2	0	-14	0	24	0.9	4	5	-5
CCN(Cc1ccccc1)C(=O)Cn1cnc2c1c(=O)n(C)c(=O)n2C	-2	5	6	4	0	1	0	-11	0
CC1(C)C(c2ccccc2)=NC(c2ccc(F)cc2)N1O (configuration not stated)	3	2	-8	3	-1	0.9	2	-19	-1
O=C(Nc1cccc(Br)c1)c1ccn[nH]1	5	4	32	9	14	1.1	1	-4	11
Cn1c(NCCN2CCOCC2)nc2c1c(=O)n(Cc1cccc(Cl)c1)c(=O)n2C	2	4	5	4	7	0.9	3	25	-1
COc1cccc(C(c2nnnn2CS(=O)(=O)c2ccc(C)cc2)N2CCN(C)CC2)c1OC (configuration not stated)	-2	0	-10	8	6	1	-7	2	10
Clc1cccc(-c2nnc(-c3ccccc3)o2)c1	4	-5	-8	-8	-44	nt	8	-4	4
O=C(CCn1c(=O)[nH]c2ccccc2c1=O)NCCCN1CCN(c2cccc(Cl)c2)CC1	-2	-2	-13	-5	1	1	3	15	-6
Cc1ccc(NC(=O)C2CCN(S(=O)(=O)c3cnc[nH]3)CC2)nc1	-1	0	-7	-1	24	0.9	1	-9	-3
O=S(=O)(c1ccc2c(c1)OCCO2)N(Cc1ccc(F)cc1)Cc1nnc(-c2cccs2)o1	-7	4	-14	5	7	1	-6	20	4
O=C(Nc1ccc(Oc2ccc(NC(=O)c3ccco3)c(NC(=O)c3ccco3)c2)cc1)c1ccco1	2	8	-9	10	8	0.9	-6	17	0
O=c1cc(N2CCc3ccccc3C2)[nH]c(=O)n1C1CCCCC1	2	5	13	14	28	0.9	-3	-1	3
O=C(NC1CCCCC1)C1CCN(S(=O)(=O)N2CCCCCC2)CC1	-5	8	-9	6	-1	1	2	9	7
Cc1cc(C)n(C(=O)CCC2COc3ccccc3O2)n1 (configuration not stated)	0	4	-6	6	8	0.9	-6	-5	0
Cc1cc(C(=O)Nc2cnn(Cc3ccc(Cl)cc3Cl)c2)no1	3	2	-16	13	7	0.8	-5	-20	-5
CCOC(=O)N1CCN(C(=O)c2ccc3c(SCC(=O)O)c4c(nc3c2)CCC4)CC1	4	4	-6	9	12	1	-5	10	-5
COC(=O)c1ccc(OCC(=O)c2ccc(O)cc2O)cc1	0	3	6	8	12	0.9	2	27	-4

Bioassay records (PubChem)
